CHRM5 antagonist: blocks acetylcholine activation of human M5 receptor; inhibition, % at 3 µM; CHO-hM5 cells, Fluo-8 calcium fluorescence, ACh EC80; 0.59% of 360,000 active; P08912;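 active means inhibition above a per-plate cutoff, the mean of that plate's test compounds plus 3 SD, cut at about 27% in these data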;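 further: 0% = acetylcholine EC80 with DMSO and 100% = DMSO without agonist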
Target sequence (P08912 whole entry, looked up): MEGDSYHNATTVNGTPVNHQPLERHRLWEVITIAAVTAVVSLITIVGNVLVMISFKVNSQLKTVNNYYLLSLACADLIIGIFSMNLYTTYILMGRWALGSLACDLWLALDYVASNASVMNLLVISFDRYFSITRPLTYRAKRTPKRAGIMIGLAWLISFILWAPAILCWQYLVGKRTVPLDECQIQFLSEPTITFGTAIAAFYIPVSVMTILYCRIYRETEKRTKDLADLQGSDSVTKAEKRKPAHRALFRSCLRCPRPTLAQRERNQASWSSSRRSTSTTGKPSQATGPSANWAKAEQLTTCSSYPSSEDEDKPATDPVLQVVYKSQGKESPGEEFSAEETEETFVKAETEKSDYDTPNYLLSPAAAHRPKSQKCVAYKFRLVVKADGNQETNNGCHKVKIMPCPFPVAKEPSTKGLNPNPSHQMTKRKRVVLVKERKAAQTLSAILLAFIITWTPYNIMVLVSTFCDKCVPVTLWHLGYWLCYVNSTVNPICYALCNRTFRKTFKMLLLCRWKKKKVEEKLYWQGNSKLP
CHRM4 agonist: agonists of human muscarinic M4 receptor (CHRM4); P08173; CHO-K1 hM4/Gqi5, Fluo-8 calcium fluorescence; vehicle 0%, full acetylcholine response 100%; activation, % at 3 µM; 0.14% of 360,000 active;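 active means activation above the run mean over all test wells plus 3 SD, cut at about 32% in these data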;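 further: peak over basal fluorescence ratio per well then scaled between controls; 0% = DMSO wells and 100% = acetylcholine at EC100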
Target sequence (P08173 whole entry, looked up): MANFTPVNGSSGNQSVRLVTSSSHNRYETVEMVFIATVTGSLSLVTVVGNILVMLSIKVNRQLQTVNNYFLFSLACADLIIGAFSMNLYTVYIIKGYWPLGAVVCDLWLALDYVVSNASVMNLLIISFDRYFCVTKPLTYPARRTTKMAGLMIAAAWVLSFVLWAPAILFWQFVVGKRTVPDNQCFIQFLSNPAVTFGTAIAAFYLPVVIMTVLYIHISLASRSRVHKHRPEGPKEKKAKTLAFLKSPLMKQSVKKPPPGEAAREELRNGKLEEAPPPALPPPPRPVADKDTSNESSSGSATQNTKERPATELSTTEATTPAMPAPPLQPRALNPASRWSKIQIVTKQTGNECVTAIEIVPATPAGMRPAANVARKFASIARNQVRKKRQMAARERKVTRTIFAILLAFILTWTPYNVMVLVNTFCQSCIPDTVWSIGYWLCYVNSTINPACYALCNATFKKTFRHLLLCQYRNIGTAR
CRFBP-R2 agonist: agonists of human CRF-binding protein/CRF-R2 receptor complex | HEK293 CRF-R2/CRF-BP, calcium dye fluorescence (FLIPR); percent of saturating CRF peptide response | activation, % at 13.2 µM | 0.46% of 350,000 active | AID 588473;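 active means activation of at least 50%, plus an integration ratio under a set limit after plate pattern correction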;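 further: plate controls were neutral control wells without compound for no effect and CRF at EC100 for full effect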
CHRM5 PAM: CHRM5 positive allosteric modulation. P08912. CHO-K1 hM5, Fluo-8 calcium, ACh EC20 PAM; 0% = ACh EC20, 100% = ACh EC100. activation, % at 3 µM. 0.3% of 360,000 active. AID 624038;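 active means activation above the run cutoff, the mean activation of all test compounds plus 3 SD, cut at about 18% in these data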
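system = human M5 receptor in CHO-K1 cells | reagent = EC20 acetylcholine as agonist stimulus | compound dosing = single-point, 3 µM nominal | incubation = Fluo-8 loading 80 min at 37 °C plus 30 min room temperature | detection = Fluo-8 calcium dye fluorescence, kinetic read | benchmarks = low control EC20 acetylcholine (0%), high control EC100 acetylcholine (100%)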
CHRM5 agonist: CHRM5 agonism in calcium assay. 0.19% of 360,000 active. AID 624037. activation, % at 3 µM. CHO-K1 hM5 cells, Fluo-8 calcium fluorescence; 0% DMSO wells, 100% maximal acetylcholine response;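 active means activation above the run's mean over test compounds plus 3 SD, cut at about 23% in these data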;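 further: signal is peak over basal fluorescence ratio across the kinetic read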
CHRM1 PAM: human CHRM1 positive allosteric modulation | P11229 | CHO-K1 hM1, Fluo-8 calcium fluorescence, ACh EC20; 0% = ACh EC20, 100% = maximal ACh | activation, % at 3 µM | 0.088% of 360,000 active; in the data active means activation above about 19%, passing the limit was not always enough
M4 PAM: potentiates acetylcholine response at human M4 receptor. CHO-K1 hM4/Gqi5, Fluo-8 calcium fluorescence, ACh EC20; 0% = ACh EC20, 100% = maximal ACh. P08173. 0.4% of 360,000 active. activation, % at 3 µM;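 active means activation above its plate's cutoff, the mean activation of sample wells plus 3 SD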; further: some results filed as inactive read as strong as hits
CHRM4 antagonist: blocks acetylcholine activation of human M4 receptor; inhibition, % at 3 µM; P08173; CHO-hM4 cells, ACh EC80, Fluo-8 calcium fluorescence; 0.73% of 360,000 active;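 active means inhibition above its plate's cutoff, the mean inhibition of sample wells plus 3 SD, cut at about 27% in these data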;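 further: 0% = acetylcholine EC80 with DMSO and 100% = DMSO without agonist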
CHRM1 antagonist: blocks human M1 muscarinic receptor; CHO-K1 hM1, Fluo-8 calcium fluorescence, ACh EC80 antagonist; inhibition, % at 3 µM; 1.3% of 360,000 active;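 active means percent inhibition above its own plate's cutoff, namely the mean of that plate's compound wells plus 3 SD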;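 further: peak over basal fluorescence ratio during 140 s after agonist addition; 0% = ACh EC80 plus DMSO and 100% = DMSO alone without agonist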
* = called active by the depositor.

`CC(C)N(C(=O)[C@H]1CC(CC(=O)NCCCN(C)C)C(=O)N2CCc3c([nH]c4ccccc34)[C@]12C)C(C)C` (stereo partly specified) gave CHRM5 antagonist 4, CHRM4 agonist 0, CRFBP-R2 agonist 3.0, CHRM5 PAM -6, CHRM5 agonist 2, CHRM1 PAM 9, M4 PAM 2, CHRM4 antagonist 1 and CHRM1 antagonist -8.
`COc1ccc2oc(C(=O)OCC(=O)Nc3ccc(NC(C)=O)cc3)c(C)c2c1` gave CHRM5 antagonist 1, CHRM4 agonist 3, CRFBP-R2 agonist 4.4, CHRM5 PAM 3, CHRM5 agonist 1, CHRM1 PAM 5, M4 PAM 14, CHRM4 antagonist -8 and CHRM1 antagonist -4.
For O=C(COC(=O)c1cccc(S(=O)(=O)N2CCOCC2)c1)Nc1ncc(Cl)cc1Cl the results were CHRM5 antagonist 12, CHRM4 agonist 1, CRFBP-R2 agonist 0.4, CHRM5 PAM -1, CHRM5 agonist 1, CHRM1 PAM 7, M4 PAM 3, CHRM4 antagonist -3 and CHRM1 antagonist -10.
Screening NC(=O)COC(=O)c1sc2cc(F)ccc2c1Cl returned CHRM5 antagonist 5, CHRM4 agonist 2, CRFBP-R2 agonist -1.3, CHRM5 PAM 10, CHRM5 agonist 2, CHRM1 PAM 5, M4 PAM 3, CHRM4 antagonist 3 and CHRM1 antagonist -4.
For CCCNS(=O)(=O)c1ccc(OC)c(Cl)c1Cl the results were CHRM5 antagonist 6, CHRM4 agonist 1, CRFBP-R2 agonist -1.7, CHRM5 PAM 5, CHRM5 agonist -9, CHRM1 PAM 0, M4 PAM 0, CHRM4 antagonist 17 and CHRM1 antagonist 5.
Screening COC(=O)Cc1c(O)ccn(Cc2ccc3c(c2)OCO3)c1=O returned CHRM5 antagonist 7, CHRM4 agonist 0, CRFBP-R2 agonist 0.1, CHRM5 PAM 0, CHRM5 agonist -2, CHRM1 PAM 6, M4 PAM -2, CHRM4 antagonist 3 and CHRM1 antagonist 1.
For NC(=O)c1cc(S(=O)(=O)N2CCOCC2)cs1 the results were CHRM5 antagonist 3, CHRM4 agonist 1, CRFBP-R2 agonist 0.8, CHRM5 PAM -1, CHRM5 agonist -3, CHRM1 PAM 15, M4 PAM 7, CHRM4 antagonist -4 and CHRM1 antagonist -10.
For O=C(Nc1ccc(-c2nnc3n2CCCCC3)cc1)c1cc2ccccc2o1 the results were CHRM5 antagonist 17, CHRM4 agonist 4, CRFBP-R2 agonist -0.6, CHRM5 PAM -8, CHRM5 agonist -1, CHRM1 PAM 1, M4 PAM -4, CHRM4 antagonist 4 and CHRM1 antagonist -11.
For O=C(Cc1ccc(F)cc1)N1CCN=C1SCc1cccc([N+](=O)[O-])c1 the results were CHRM5 antagonist 6, CHRM4 agonist 1, CRFBP-R2 agonist -5.7, CHRM5 PAM -2, CHRM5 agonist -2, CHRM1 PAM 11, M4 PAM 1, CHRM4 antagonist -2 and CHRM1 antagonist -12.
`O=C(CCCc1ccccc1)NCCc1ccccc1` gave CHRM5 antagonist 5, CHRM4 agonist 0, CRFBP-R2 agonist -0.5, CHRM5 PAM 3, CHRM5 agonist -1, CHRM1 PAM -1, M4 PAM -5, CHRM4 antagonist 10 and CHRM1 antagonist 2.
`C[C@H](NC(=O)c1nc[nH]c1C(=O)N[C@@H](CCCCNC(=O)OC(C)(C)C)C(=O)OC(C)(C)C)c1ccccc1` gave CHRM5 antagonist -2, CHRM4 agonist 6, CRFBP-R2 agonist -2.5, CHRM5 PAM -2, CHRM5 agonist -2, CHRM1 PAM 5, M4 PAM 8, CHRM4 antagonist -7 and CHRM1 antagonist 3.
`CCC(=O)Nc1ccc(NC(=O)CSc2nnnn2C2CCCC2)cc1C` gave CHRM5 antagonist 11, CHRM4 agonist 1, CRFBP-R2 agonist -0.3, CHRM5 PAM -6, CHRM5 agonist 0, CHRM1 PAM 3, M4 PAM 12, CHRM4 antagonist -13 and CHRM1 antagonist -3.
For CC(=O)N1C(C(=O)O)Cc2c([nH]c3ccccc23)C1(C)C (stereo unspecified) the results were CHRM5 antagonist 10, CHRM4 agonist 0, CRFBP-R2 agonist 0.7, CHRM5 PAM -4, CHRM5 agonist 2, CHRM1 PAM 6, M4 PAM -1, CHRM4 antagonist -17 and CHRM1 antagonist -9.
For CCC(C)NC(=O)CCc1nc2ccccc2n1-c1ccccc1 (stereo unspecified) the results were CHRM5 antagonist -4, CHRM4 agonist 1, CRFBP-R2 agonist -7.5, CHRM5 PAM 7, CHRM5 agonist 0, CHRM1 PAM 18, M4 PAM 14, CHRM4 antagonist -4 and CHRM1 antagonist -11.
Nc1ncnc2c1ncn2Cc1ccccc1 was read as CHRM5 antagonist 6, CHRM4 agonist 1, CRFBP-R2 agonist 0.5, CHRM5 PAM 2, CHRM5 agonist -1, CHRM1 PAM 9, M4 PAM -3, CHRM4 antagonist 1 and CHRM1 antagonist -5.
For COc1ccc(S(=O)(=O)N2CCCC(C(=O)NCCCn3ccnc3)C2)cc1OC (stereo unspecified) the results were CHRM5 antagonist -3, CRFBP-R2 agonist 0.3, CHRM5 PAM 2, CHRM5 agonist -2, CHRM1 PAM 4, M4 PAM 11, CHRM4 antagonist -22 and CHRM1 antagonist -7.
For CCC(=O)NCCc1nc2cc(NC(=O)c3ccccc3Cl)ccc2n1C the results were CHRM5 antagonist 3, CHRM4 agonist 2, CRFBP-R2 agonist 2.8, CHRM5 PAM 5, CHRM5 agonist -3, CHRM1 PAM 30*, M4 PAM 8, CHRM4 antagonist -6 and CHRM1 antagonist -24.
Screening O=C(CC1COc2ccccc2O1)NCc1ccccc1 (stereo unspecified) returned CHRM5 antagonist 0, CHRM4 agonist 1, CRFBP-R2 agonist 0.6, CHRM5 PAM -7, CHRM5 agonist 0, CHRM1 PAM -1, M4 PAM 1, CHRM4 antagonist 10 and CHRM1 antagonist 0.
`COc1ccc(Cl)cc1C(=O)NNC(=O)c1cccnc1` gave CHRM5 antagonist -1, CHRM4 agonist 3, CRFBP-R2 agonist -2.1, CHRM5 PAM -3, CHRM5 agonist 3, CHRM1 PAM 5, M4 PAM 6, CHRM4 antagonist -7 and CHRM1 antagonist -8.
`COc1cccc(NC(=O)C2CCN(S(=O)(=O)c3ccc4c(c3)C(C)(C)C(=O)N4C)CC2)c1` gave CHRM5 antagonist 3, CHRM4 agonist 2, CRFBP-R2 agonist -2.9, CHRM5 PAM -6, CHRM5 agonist 1, CHRM1 PAM 7, M4 PAM 1, CHRM4 antagonist 2 and CHRM1 antagonist -4.
Screening Cc1ccc(CNC(=O)c2ccc(Cl)cc2[N+](=O)[O-])cc1 returned CHRM5 antagonist 5, CHRM4 agonist 0, CRFBP-R2 agonist -0.3, CHRM5 PAM -4, CHRM5 agonist -2, CHRM1 PAM -10, M4 PAM -11, CHRM4 antagonist 8 and CHRM1 antagonist 13.
Screening C=CCNC(=O)C1CCC(=O)N1S(=O)(=O)c1ccc(C)cc1 (stereo unspecified) returned CHRM5 antagonist -3, CHRM4 agonist 0, CRFBP-R2 agonist 2.3, CHRM5 PAM -12, CHRM5 agonist -2, CHRM1 PAM 15, M4 PAM 2, CHRM4 antagonist -4 and CHRM1 antagonist -14.
CC1CCc2c(C(=O)Nc3nccs3)csc2C1 (stereo unspecified) was read as CHRM5 antagonist 10, CHRM4 agonist -1, CRFBP-R2 agonist -2.4, CHRM5 PAM -6, CHRM5 agonist -3, CHRM1 PAM 2, M4 PAM 6, CHRM4 antagonist 8 and CHRM1 antagonist -2.
Screening CN(C(=O)CCN1C(=O)S/C(=C\c2ccccc2)C1=O)C1CCS(=O)(=O)C1 (stereo unspecified) returned CHRM5 antagonist 7, CHRM4 agonist 4, CRFBP-R2 agonist -1.2, CHRM5 PAM -5, CHRM5 agonist -1, CHRM1 PAM -1, M4 PAM -2, CHRM4 antagonist 12 and CHRM1 antagonist 1.
Screening COCCn1cc(C(=O)NCCCOC(C)C)c2c3ccccc3n(C)c2c1=O returned CHRM5 antagonist 7, CHRM4 agonist 10, CRFBP-R2 agonist 6.0, CHRM5 PAM -8, CHRM5 agonist 3, CHRM1 PAM -6, M4 PAM -8, CHRM4 antagonist -6 and CHRM1 antagonist 5.
Screening CNS(=O)(=O)c1ccc2c(c1)[nH]c(=S)n2C returned CHRM5 antagonist -3, CHRM4 agonist 0, CRFBP-R2 agonist 1.8, CHRM5 PAM -2, CHRM5 agonist 0, CHRM1 PAM 12, M4 PAM 0, CHRM4 antagonist -3 and CHRM1 antagonist -18.
`CC(=O)c1cccc(NC(=O)C(C)OC(=O)c2cc(=O)[nH]c3ccccc23)c1` (stereo unspecified) gave CHRM5 antagonist 15, CHRM4 agonist 14, CRFBP-R2 agonist 1.6, CHRM5 PAM -19, CHRM5 agonist -6, CHRM1 PAM 0, M4 PAM -5, CHRM4 antagonist -4 and CHRM1 antagonist -4.
`CCc1ccc2nc(-c3cccc(C)c3)nc(SCC(=O)NCC3CCCO3)c2c1` (stereo unspecified) gave CHRM5 antagonist 0, CHRM4 agonist 1, CRFBP-R2 agonist 1.2, CHRM5 PAM 11, CHRM5 agonist -2, CHRM1 PAM 5, M4 PAM 8, CHRM4 antagonist 5 and CHRM1 antagonist -2.
For C[C@@H]1CN([C@@H](C)CO)C(=O)c2cc(Br)cnc2O[C@H]1CN(C)C(=O)c1ccc2c(c1)OCO2 the results were CHRM5 antagonist 10, CHRM4 agonist 1, CRFBP-R2 agonist 0.1, CHRM5 PAM -2, CHRM5 agonist 0, CHRM1 PAM -33, M4 PAM 2, CHRM4 antagonist 0 and CHRM1 antagonist -5.
`CC(C)OCCCn1c(=NC(=O)c2cccs2)c(C#N)cc2c(=O)n3ccccc3nc21` gave CHRM5 antagonist 6, CHRM4 agonist 0, CRFBP-R2 agonist 3.0, CHRM5 PAM -5, CHRM5 agonist -5, CHRM1 PAM 5, M4 PAM 4, CHRM4 antagonist -6 and CHRM1 antagonist -11.
Screening Cc1ccc(S(=O)(=O)Nc2ccccc2CNc2ccc(Br)cn2)cc1 returned CHRM5 antagonist 6, CHRM4 agonist 0, CRFBP-R2 agonist 0.7, CHRM5 PAM -3, CHRM5 agonist -4, CHRM1 PAM -8, M4 PAM -9, CHRM4 antagonist 3 and CHRM1 antagonist 9.
For O=P(c1ccccc1)(c1ccccc1)C(O)c1ccccn1 (stereo unspecified) the results were CHRM5 antagonist 8, CHRM4 agonist 0, CRFBP-R2 agonist -1.9, CHRM5 PAM -3, CHRM5 agonist 1, CHRM1 PAM 4, M4 PAM -9, CHRM4 antagonist 9 and CHRM1 antagonist -10.
For CC(=O)Oc1ccc(/C=C/c2nc3ccccc3c(=O)o2)cc1 the results were CHRM5 antagonist 7, CHRM4 agonist -2, CRFBP-R2 agonist -2.1, CHRM5 PAM -4, CHRM5 agonist 2, CHRM1 PAM 13, M4 PAM 5, CHRM4 antagonist 10 and CHRM1 antagonist -11.
`CC(C)N(CC#CCC(O)(c1ccccc1)C1CCCC1)CCO` (stereo unspecified) gave CHRM5 antagonist 47*, CHRM4 agonist 2, CRFBP-R2 agonist 1.0, CHRM5 PAM -19, CHRM5 agonist -9, CHRM1 PAM -30, M4 PAM -17, CHRM4 antagonist 14 and CHRM1 antagonist 86*.

Source: PubChem BioAssay (several laboratories)
